HCV inh = HCV inhibition | Potency, µM (doses to about 41.8 µM), inactives show at the highest dose activity change, negative = inhibition, usual class: inhibitors | 340,000 tested, 3.4% active | Huh7.5.1 HCVcc-Cre infection, luciferase reporter, 44 h; note: potency is the fitted concentration of half-maximal effect
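A cell-based infection assay in which seeded cells (1,000 per well) receive test compound after 4 h, are inoculated with HCVcc-Cre at approximately 0.5 moi, and are incubated 44 h before luminescence detection.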
AMA1-RON2 inh = AMA1-RON2 (P. falciparum) interaction inhibition; AlphaScreen AMA1-biotinylated RON2 peptide binding; Potency, µM (series often up to 58.2 µM), for inactives: at the highest dose activity change, negative = inhibition, most hits filed as inhibitors; 360,000 tested, 0.2% active; AID 720542;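 note: potency is the fitted concentration of half-maximal effect; 0% = vehicle wells and -100% = peptide control; nearly all actives have a fitted effect of over 45% in size; some results filed as inactive show a strong effect at the top dose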
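AMA1 (3D7) with his tag at 25 nM final met compounds first, then biotinylated RON2 peptide at 25 nM; detection used donor plus acceptor beads, 10 µg/mL apiece, read by AlphaScreen after 30 min at room temperature.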
FBPA Giardia inh = inhibitors of Giardia lamblia fructose-1,6-bisphosphate aldolase. Potency, µM (series often up to 59.6 µM), for the others: top-dose activity, negative = inhibition, hits mostly inhibitors. purified Giardia FBPA. 290,000 tested, 0.71% active; note: potency is the fitted concentration of half-maximal effect; nearly all actives have a fitted effect of over 55% in size
Target sequence (A8B2U2 whole entry, looked up): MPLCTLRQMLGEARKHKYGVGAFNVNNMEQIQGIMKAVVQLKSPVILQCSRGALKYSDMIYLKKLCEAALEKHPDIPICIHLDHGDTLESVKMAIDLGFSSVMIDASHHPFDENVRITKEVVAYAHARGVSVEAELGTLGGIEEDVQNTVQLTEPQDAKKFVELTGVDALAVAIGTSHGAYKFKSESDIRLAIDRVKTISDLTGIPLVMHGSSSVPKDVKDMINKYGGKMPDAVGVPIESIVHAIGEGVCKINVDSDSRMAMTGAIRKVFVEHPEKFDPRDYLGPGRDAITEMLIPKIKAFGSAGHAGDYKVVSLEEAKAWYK
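Giardia FBPA (40 nM reagent) was preincubated 10 min at RT with compound (up to 57.5 uM final), then substrate plus GAPDH/TPI/NAD/arsenate coupling system with diaphorase/resazurin was added; resorufin fluorescence (525/598 nm) was read after 20 min.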
AmpC inh detg = AmpC beta-lactamase inhibition with detergent present. P00811. AmpC hydrolysis of nitrocefin, absorbance 480 nm, 0.01% Triton. Potency, µM (series often up to 114 µM), without a hit: at the top dose activity change, negative = inhibition, most hits filed as inhibitors. 370,000 tested, 0.041% active. AID 485294;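 note: potency is the fitted concentration of half-maximal effect; 0% = no-compound wells and -100% = no-enzyme wells; nearly all actives have a fitted effect of over 25% in size; some results filed as inactive show a strong effect at the top dose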
Target sequence (P00811 whole entry, looked up): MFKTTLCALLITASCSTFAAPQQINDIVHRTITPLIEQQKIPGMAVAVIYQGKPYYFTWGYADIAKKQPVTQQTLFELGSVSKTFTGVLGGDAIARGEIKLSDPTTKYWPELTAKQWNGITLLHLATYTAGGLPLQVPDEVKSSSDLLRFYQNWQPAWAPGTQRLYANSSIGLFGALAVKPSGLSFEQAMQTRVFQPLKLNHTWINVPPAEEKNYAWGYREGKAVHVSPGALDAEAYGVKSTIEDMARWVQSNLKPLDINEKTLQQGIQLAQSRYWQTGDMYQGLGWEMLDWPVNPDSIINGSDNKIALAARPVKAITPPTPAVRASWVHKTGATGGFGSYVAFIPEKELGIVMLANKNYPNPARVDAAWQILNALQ
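20 mM phosphate pH 7.0 + 0.01% (detergent screen) or 0.0001% Triton X-100; 5.3 nM AmpC reagent; cpd preinc 15 min RT; nitrocefin (800 uM stock) to start; A480 q20 s × 4 min; Activity was normalised to no-enzyme and no-compound control wells.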
Sm TGR block = blocks Schistosoma mansoni thioredoxin glutathione reductase; Q962Y6; purified TGR, DTNB reduction, TNB absorbance 405 nm; Potency, µM (doses to about 114 µM), without a hit: at the top dose activity change, negative = inhibition, hits mostly inhibitors; 360,000 tested, 3% active; note: potency is the fitted concentration of half-maximal effect; nearly all actives have a fitted effect of over 60% in size
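Kinetic colorimetric format: TGR-catalysed, NADPH-driven DTNB reduction monitored via TNB absorbance. Enzyme dispensed at 20 nM; compound exposure 15 min at room temperature before reaction start.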
HCMV inh = inhibitors of human cytomegalovirus; HFF cells, HCMV-luciferase reporter, 72 h; stronger effect = lower value; activity change, negative = inhibition, % at 57.5 µM; 410,000 tested, 4.5% active; in the data active = activity change below about -60%; inconclusive = no clear call, values can overlap the other calls; inactive = above about -39%
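HFF cells seeded 16 h at 37C, treated with compounds, infected with luciferase-reporter HCMV at MOI 1 PFU/cell; luciferase read at 72 h post infection, normalized to buffer-only and Salinomycin controls.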
* hit, by the source's call; ? = inconclusive; . = no result given; & = joins results of further samples; [ ] = remark or other dose. Unless noted, calls come from the whole dose curve; as a rule, active = well fitted curve in the direction sought with a large enough effect; inconclusive = small, poorly fitted or top-dose-only effect, or another doubt; inactive = no such curve, though single readings can be large; an effect the other way counts as inactive or inconclusive. Unless noted, % is set by controls: 0 for no effect and ±100 for the full control effect.

Start of the listing, in advance:
Below each SMILES: AMA1-RON2 inh, HCV inh, AmpC inh detg, Sm TGR block, FBPA Giardia inh, HCMV inh
#1 O=C1Nc2ccc(Br)cc2C(c2ccccc2Cl)=NC1O (centres undefined)
    3%, ?, ?, 5%, ?, 18
#2 COc1ccccc1C(CNC(=O)COc1cc(C)ccc1Cl)N1CCCC1 (centres undefined)
    0%, 6%, -11%, -6%, ., -38
#3 Cc1ccn2c(=O)nc(SCC(=O)N3CCCC3)nc2c1
    12%, -1%, 3%, 7%, ., -5

Results (from the top)
Below each SMILES: AMA1-RON2 inh, HCV inh, AmpC inh detg, Sm TGR block, FBPA Giardia inh, HCMV inh
#1 O=C1Nc2ccc(Br)cc2C(c2ccccc2Cl)=NC1O (centres undefined)
    3%, ?, ?, 5%, ?, 18
#2 COc1ccccc1C(CNC(=O)COc1cc(C)ccc1Cl)N1CCCC1 (centres undefined)
    0%, 6%, -11%, -6%, ., -38
#3 Cc1ccn2c(=O)nc(SCC(=O)N3CCCC3)nc2c1
    12%, -1%, 3%, 7%, ., -5
#4 Nc1nnc(-c2ccc(Cl)c([N+](=O)[O-])c2)s1
    63%[activator], 0%, -14%, -14%, -1%, 11
#5 CC(C)Oc1ccc(/C(O)=C2/C(=O)C(=O)N(CCN3CCNCC3)C2c2ccc(C(C)C)cc2)cc1 (centres undefined)
    5%, 11%, -4%, ?, -4%, ?
#6 COc1ccc2[nH]cc(CCNC(=O)C3CC(=O)N(c4ccc(Cl)cc4)C3)c2c1 (centres undefined)
    12%, -10%, -4%, -6%, -12%, 20
#7 Cn1nnc(NC(=O)c2ccco2)n1
    9%, -2%, 5%, 25%, 7%, 2
#8 O=C1CCN(Cc2ccc([N+](=O)[O-])cc2)CCN1CCO
    7%, 13%, ?, -11%, -10%, 56
#9 CCOC(=O)c1c(NC(=O)CC(C)C)sc(C(C)=O)c1C
    -8%, ?, ?, -16%, 8%, -14
#10 COc1ccc(NC(=O)c2cc(OC)c(OC)cc2OC)c(S(=O)(=O)N2CCOCC2)c1
    -4%, 7%, -4%, 4%, -3%, -8
#11 CN1CCN(Cc2c(O)ccc3cc(-c4ccccn4)c(=O)oc23)CC1
    8%, ?, -2%, -7%, 0%, -14
#12 COc1cc(S(=O)(=O)N2CCOCC2)ccc1NC(=O)c1cc2c(s1)CCC2
    -7%, ?, 0%, 5%, 3%, -13
#13 COc1ccc(OC)c(NC(=O)C23CC4CC(C2)CC(n2cnc(Br)n2)(C4)C3)c1
    -2%, ?, ?, -26%, -8%, 8
#14 CCCc1nnc(SCC(=O)N(CC)CC)n1CC1CCCO1 (centres undefined)
    -9%, 7%, 2%, -1%, -1%, 25
#15 C=C1C(=O)C23C(O)C1CCC2C12CCCC(C)(COC(C)=O)C1C(O)C3(O)OC2 (centres undefined)
    2%, 3.5µM*, ., ., ., -2
#16 Cc1oc2c(CN3CCCCC3)c(O)ccc2c(=O)c1-c1ccc(Br)cc1
    -5%, -2%, -1%, 1%, 9%, 24
#17 C/C(=N/N1CCN(Cc2ccccc2)CC1)c1ccc(Br)cc1
    -7%, -21%, -11%, -9%, 13%, -21
#18 COc1cccc(C2CC(C(F)(F)F)n3ncc(C(=O)O)c3N2)c1 (centres undefined)
    50%[activator], 18%, -12%, 0%, 19%, -28
#19 Nc1c(C2CCCCC2)c(=O)on1C(=O)c1ccccc1
    -4%, 16%, ., ., ., -33
#20 Cn1c(-c2ccc(F)cc2)cnc1SCC(=O)N1CCCc2ccccc21
    -5%, 1%, -5%, -10%, 2%, ?
#21 Cc1ccc(-n2c(SCC(N)=O)nnc2-c2ccccn2)cc1
    -20%, 9%, ?, 8%, 1%, -1
#22 COCCNC(=S)N/N=C/c1ccc([N+](=O)[O-])cc1
    44%[activator], 2%, 3%, -2%, -5%, 18
#23 c1ccc(Cn2c[n+](Cc3ccccc3)cn2)cc1
    -28%, -2%, -4%, 1%, 2%, -38
#24 CCOCC(=O)Nc1ccc(S(=O)(=O)Nc2nccs2)cc1
    11%, 21%, -10%, 0%, ?, 42
#25 NNC(=S)Nc1ccc(OC(F)(F)F)cc1
    53%[activator], -4%, -1%, -29%, 1%, 6
#26 Cc1c(NC(=O)CCSCCc2ccccn2)cccc1[N+](=O)[O-]
    -10%, 5%, 5%, 4%, -16%, -25
#27 COCCn1c(=N)c(C(=O)NCc2ccco2)cc2c(=O)n3ccccc3nc21
    -9%, -29%, ?, -9%, -15%, 12
#28 COc1ccc(Oc2coc3cc(O)ccc3c2=O)cc1
    8%, 7%, 5%, 16%, 2%, 1
#29 COc1ccc(Cl)cc1NC(=O)CN(C)C(=O)c1ccc(-n2cncn2)cc1
    -8%, 0%, ., ., ., -2
#30 CCC(=O)NC1(C(F)(F)F)C(=O)NC(C)=C1C#N (centres undefined)
    0%, 22%, 1%, -5%, -3%, -9
#31 CCN1CCN(c2ccc(NC(=O)c3cccc(S(=O)(=O)N4CCCC4)c3)cc2)CC1
    5%, -21%, ., ., ., 0
#32 CCC1=C(OC(=O)N(CC)CC)N2C(=O)OC(=NCc3ccccc3)[C@]2(C)[C@H]2C1=CC[C@H]1C(=O)N(c3ccccc3)C(=O)[C@H]12
    -1%, -25%, 2%, -10%, -6%&-3%, -27
#33 Cc1ccc(S(N)(=O)=O)cc1NC(=O)/C=C/c1cccs1
    5%, 13%, -7%, 11%, 1%, -5
#34 COc1cccc(-c2cc(=O)c3cc(NC(=O)c4ccccc4)ccc3[nH]2)c1
    -9%, ?, -6%, -11%, -1%[89.2 µM], ?
#35 CN(c1ccc(C(=O)NC2CC2)cc1)S(=O)(=O)c1ccccc1
    4%, 0%, -5%, -14%, -4%, 49
#36 Cn1ccnc1C(=O)c1ccc(S(=O)(=O)N2CCCC2)cc1
    2%, 1%, -1%, -4%, -2%, -20
#37 Cc1ccc(CN2CCN(CC(=O)N=Nc3c(O)[nH]c4ccccc34)CC2)cc1
    8%[2.32 µM], ?, -5%, -15%, 3%, -34
#38 O=C(Cn1[nH]c(=O)c2ccccc2c1=O)N1CCN(S(=O)(=O)c2ccc(Cl)cc2)CC1
    4%, 8%, 0%, -1%, ., 5
#39 CCCCC(C)(O)C/C=C/[C@H]1[C@H](O)CC(=O)[C@@H]1CCCCCCC(=O)OC (some centres undefined)
    ., 1%[8.37 µM], -8%, ?, 2%&3%, .
#40 CC(C)(C)c1ccccc1OCC(=O)NCc1ccccc1
    -1%, ?, ?, -28%, -5%, -17

A different layout for some results above.
36) Cn1ccnc1C(=O)c1ccc(S(=O)(=O)N2CCCC2)cc1
37) Cc1ccc(CN2CCN(CC(=O)N=Nc3c(O)[nH]c4ccccc34)CC2)cc1
38) O=C(Cn1[nH]c(=O)c2ccccc2c1=O)N1CCN(S(=O)(=O)c2ccc(Cl)cc2)CC1

compound no.	36	37	38
AMA1-RON2 inh	2%	8%[2.32 µM]	4%
HCV inh	1%	?	8%
AmpC inh detg	-1%	-5%	0%
Sm TGR block	-4%	-15%	-1%
FBPA Giardia inh	-2%	3%	.
HCMV inh	-20	-34	5

Carrying on:
Below each SMILES: AMA1-RON2 inh, HCV inh, AmpC inh detg, Sm TGR block, FBPA Giardia inh, HCMV inh
#41 COc1cc(/C=N/NC(=O)c2cc(-c3cccc(Br)c3)nc3ccccc23)cc(OC)c1O
    18%, -19%, ., ., ., -16
#42 CCOC(=O)N1CCN(C(=O)c2ccc(Cl)c(S(=O)(=O)Nc3ccccc3)c2)CC1
    -1%, 0%, ?, -14%, 6%, 45
#43 COc1ccc2c(c1)Cc1sc(NC(=O)c3ccc(Cl)cc3)nc1-2
    ., ., 15%, -25%, ., -63*
#44 CCN(CC)CCOC(=O)c1ccc(NC(=O)c2cc3cccc(OC)c3oc2=O)cc1
    ., ., -3%, 6%, ., -22
#45 COc1cc(C(=O)NC(CCSC)C(=O)OCC(=O)NC(=O)C2CCCCC2)cc(OC)c1OC (centres undefined)
    -2%, -2%, 10%, 1%, -1%, -19
#46 O=C1NN=C(CSc2n[nH]c(=S)s2)CS1
    41%[activator], 21%, -3%, 40µM*, 3%, 23
#47 COc1ccc(/C=C2\CCCC3C2=NN(C(=O)CSc2n[nH]c(N)n2)C3c2ccc(OC)cc2)cc1 (centres undefined)
    5%, ?, 1%, ., -11%, 29
#48 CSCCC(NC(=O)COc1ccccc1)C(=O)N1CCCCCC1 (centres undefined)
    -6%, 20%, ?, -19%, ., 21
#49 CCOC(=O)C1=C(Nc2ccc(Cl)cc2)OCC1=O
    14%, -9%, -11%, 10%, 4%, -31
#50 Cc1cc(OCCCCN2C(=O)NC(C)(C)C2=O)ccc1[N+](=O)[O-]
    16%, ?, -1%, 7%, 2%, -13
#51 COc1cc(/C=N/NC(=O)CCC(=O)NC2CCCCC2)ccc1C
    7%, 0%, -2%, -3%, 5%, -5
#52 CC(C)c1onc(C(=O)N2CCN(c3ccc(F)cc3)CC2)c1[N+](=O)[O-]
    -18%, 4%, -1%, -6%, ., .
#53 CC(=O)Nc1cc2oc3ccccc3c2cc1[N+](=O)[O-]
    -11%, ?, ., ., ., -84*
#54 COc1cc(OC)cc(C(=O)NCC(=O)OCC(=O)N2CC(C)CC(C)C2)c1 (centres undefined)
    1%, -7%, ?, -4%, 12%, -2
#55 COc1cc(-c2n[nH]c(=S)n2-c2cccc(C(F)(F)F)c2)cc(OC)c1OC
    72%[activator], 0%, 10%, -10%, -7%, 60
#56 COc1cc(/C=C(\C#N)C(=O)Nc2cccc3ncccc23)cc(OC)c1OC
    -1%, 15%, -4%, -22%, ?, -20
#57 COc1ccc(/C=C(/C#N)C(=O)Nc2ccc(O)cc2)cc1C(=O)O
    -4%, 20%, -2%, -4%, 4%, -11

High-throughput results deposited in PubChem BioAssay by National Center for Advancing Translational Sciences (NCATS).
